TbPYK inhibitor – blocks Trypanosoma brucei pyruvate kinase. Potency, µM (doses to about 76.8 µM), for inactives: at the highest dose activity, negative = inhibition, actives largely listed as inhibitors. AID 624173. TbPYK enzyme, Kinase-Glo Plus ATP luminescence, 45 min. 0.12% of 410,000 active; note: nearly all actives have a fitted effect of over 50% in size
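TbPYK + substrate in 50 mM TEA pH 7.2, 100 mM KCl, 10 mM MgCl2, 0.05% BSA, 0.01% Tween-20; cpd pinned; ADP 130 uM final; 45 min RT; Kinase-Glo Plus 10 min; luminescence endpoint.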
AMA1-RON2 inh – AMA1-RON2 (P. falciparum) interaction inhibition; AID 720542; 0.2% of 360,000 active; AlphaScreen AMA1-biotinylated RON2 peptide binding; Potency, µM (series often up to 58.2 µM), inactives show at the highest dose activity change, negative = inhibition, usual class: inhibitors;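 note: 0% = vehicle wells and -100% = peptide control; nearly all actives have a fitted effect of over 45% in size; some results filed as inactive show a strong effect at the top dose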
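AMA1 (3D7) with his tag at 25 nM final met compounds first, then biotinylated RON2 peptide at 25 nM; detection used donor plus acceptor beads, 10 µg/mL apiece, read by AlphaScreen after 30 min at room temperature.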
Active calls of the source: *; ? = inconclusive; [ ] = another dose, or the depositor's remark. Calls come from the whole dose curve; as a rule, active = well fitted curve in the direction sought with a large enough effect; inconclusive = small, poorly fitted or top-dose-only effect, or another doubt; inactive = no such curve, though single readings can be large; an effect the other way counts as inactive or inconclusive. Unless noted, % is set by controls: 0 for no effect and ±100 for the full control effect; potency is the fitted concentration of half-maximal effect.

SMILES	TbPYK inhibitor	AMA1-RON2 inh
COCOCCn1cc(CN2CCS(=O)(=O)N(Cc3ccc(-c4cccc(CO)c4)cc3)C(CC(C)C)C2=O)nn1 (stereo not given)	-2%	-4%
CCc1nc2c(OCCOc3ccc(F)cc3)cccn2c1N(C)C(=O)c1ccc(C)cc1	-7%	-14%
COc1cccc(Nc2nc(C(N)Cc3ccccc3)cs2)n1 (stereo not given)	4%	21%
CN1CCc2nc(SCC(=O)Nc3ccc(Cl)cc3)c(C#N)cc2C1	-9%	2%
COc1ccc(CN2CCC[C@]3(N[C@H](c4ccccc4)[C@@H]4C(=O)N(C)C(=O)[C@@H]43)C2=O)cc1	-7%	-2%
O=[N+]([O-])c1ccccc1N=NNc1ccccc1	-3%	?
Cn1c(=O)c2cc(NC(=S)NCc3ccccc3F)ccc2n1Cc1ccccc1	-4%	29%
O=C1c2ccccc2C(c2nnnn2-c2ccc3c(c2)OCCO3)N1Cc1ccccc1 (stereo not given)	0%	9%
O=C(Cc1cccc(NC(=O)C2CCCN(C(=O)C3CCC3)C2)c1)Nc1cccc(C(=O)N2CCOCC2)c1 (stereo not given)	-2%	-7%
CC(C)C1C(=O)N(Cc2cn(CCC3OCCCO3)nn2)CCS(=O)(=O)N1Cc1ccc(-c2cccc(N(C)C)c2)cc1 (stereo not given)	-6%	-24%
COc1ccc(CCC(=O)Nc2ccc(Cl)c(S(=O)(=O)N3CCOCC3)c2)cc1OC	1%	7%[11.6 µM]
COC12CCC3(CC1C(C)(O)C(C)(C)C)[C@H]1Cc4ccc(O)c5c4[C@@]3(CCN1CC1CC1)C2O5 (stereo not given in full)	0%	-11%
CCN1C(=O)[C@H]2[C@H]3CN=C(SCc4ccc(C#N)cc4)N3[C@@](Cc3ccccc3)(C(=O)OC)[C@H]2C1=O	4%	-12%
CC1(C(=O)NS(=O)(=O)c2cccs2)CCN1C(=O)CC1CC1 (stereo not given)	2%	0%
COC(=O)c1c(C)cc(O)cc1O	4%	-1%
O=c1onc(-c2ccccc2)c2ccccc12	-5%	-3%
O=C1NC(=O)C(=Cc2ccco2)C(=O)N1	?	?
COc1cc(C(=O)NC(=S)N(CCC#N)Cc2cccnc2)cc(OC)c1OC	?	29%
CC(=O)c1cc2c(cc1F)C(C)(C)CCC2(C)C	1%	-12%
Clc1ccc(CSc2cnnc3ccccc23)cc1Cl	-4%	-7%

Some values from the results shown.
TbPYK inhibitor result of `O=C(Cc1cccc(NC(=O)C2CCCN(C(=O)C3CCC3)C2)c1)Nc1cccc(C(=O)N2CCOCC2)c1` (stereo not given) reads -2%
TbPYK inhibitor result of `COC(=O)c1c(C)cc(O)cc1O` reads 4%
TbPYK inhibitor result of `CC(=O)c1cc2c(cc1F)C(C)(C)CCC2(C)C` reads 1%

(cont.)
SMILES	TbPYK inhibitor	AMA1-RON2 inh
CC(C)c1ccc(NC(=O)COC(=O)Cn2cnc3c2c(=O)n(C)c(=O)n3C)cc1	0%	-5%
CCCCN(C=O)c1c(CC)nc2c(OCc3ccc(Cl)cc3)cccn12	4%	-9%
O=C(CN1C(=O)NC2(CCCCCCC2)C1=O)NCc1ccc(Cl)cc1	-8%	-8%
O=S(=O)(O)C(c1ccccc1)C1(O)CCCCC1 (stereo not given)	-1%	-2%
CC(=O)OCC12CC(OC(=O)CC(C)C)C(C)=CC1OC1C(O)C(OC(C)=O)C2(C)C12CO2 (stereo not given)	0%	-1%
O=C(CN1C(=O)c2ccccc2S1(=O)=O)Nc1ncc(Cl)cc1Cl	0%	-18%
C=C1C(O)C[C@@H](C(C)C)N(CC(C)C)S1(=O)=O (stereo not given in full)	0%	-6%
CC[C@]12c3[nH]c4ccc(OC)cc4c3CCN1C(=O)C(CC(=O)NCCN1CCOCC1)C[C@@H]2C(=O)N1CCN(C(=O)c2ccco2)CC1 (stereo not given in full)	-3%	-1%
Cc1cc(=O)[nH]c(SCC(=O)NC2CCCCCCC2)n1	4%	5%[11.6 µM]
COC(=O)c1ccc(C2=NOC(C)(c3nnc(-c4cccc(Cl)c4)o3)C2)cc1 (stereo not given)	-9%	2%
O=C(CN1CCN(c2cccc(C(F)(F)F)c2)CC1)Nc1ccc2c(c1)OCCCO2	-7%	-7%
CC(=O)C[C@H](O)CC(=O)[C@H]1OC(=O)[C@@H](C)C/C=C\Cc2ccccc21	-7%	-2%
CC(=O)Nc1c(-c2ccc(C)cc2)nc2ccc(Cl)cn12	-2%	8%
CC(=O)Nc1ccc(NC(=O)c2csc([C@@H]3C[C@H](O)[C@@H](CO)O3)n2)cc1	2%	6%
C[C@H](CO)N1C[C@H](C)[C@@H](CN(C)Cc2ccc(C(=O)O)cc2)Oc2c(NC(=O)c3ccncc3)cccc2C1=O	1%	6%
Cc1ccc2c(c1)P(=O)(O)c1cc(C)ccc1O2	7%	10%
C#CCN(C[C@@H]1[C@@H](OC(=O)NCc2ccc(OC)c(OC)c2)[C@@H](OC(=O)NCc2ccc(OC)c(OC)c2)Cn2c(=O)n(CCCCCC)c(=O)n21)S(=O)(=O)c1ccc(C)cc1	4%	-9%
O=C(Cn1nc(C(=O)O)c2ccccc2c1=O)Nc1ccc(Cl)c(S(=O)(=O)N2CCOCC2)c1	-12%	-12%
O=C(NCc1ccccc1)[C@@H]1CCCN1C(=O)[C@@H]1CCCN1C(=O)c1cccc2ccccc12	11%	5%
Cc1cc(F)ccc1NC(=O)c1ccc(NS(=O)(=O)c2cccs2)cc1	-3%	27%

6 entries drawn at random from those above, as already listed:
SMILES	TbPYK inhibitor	AMA1-RON2 inh
Cc1cc(F)ccc1NC(=O)c1ccc(NS(=O)(=O)c2cccs2)cc1	-3%	27%
CC(=O)Nc1c(-c2ccc(C)cc2)nc2ccc(Cl)cn12	-2%	8%
C=C1C(O)C[C@@H](C(C)C)N(CC(C)C)S1(=O)=O (stereo not given in full)	0%	-6%
COC(=O)c1ccc(C2=NOC(C)(c3nnc(-c4cccc(Cl)c4)o3)C2)cc1 (stereo not given)	-9%	2%
C[C@H](CO)N1C[C@H](C)[C@@H](CN(C)Cc2ccc(C(=O)O)cc2)Oc2c(NC(=O)c3ccncc3)cccc2C1=O	1%	6%
O=S(=O)(O)C(c1ccccc1)C1(O)CCCCC1 (stereo not given)	-1%	-2%

New compounds follow
SMILES	TbPYK inhibitor	AMA1-RON2 inh
CN1C(=O)C2(CCCCC2)C1c1ccccc1 (stereo not given)	-7%	11%
CCCCN1CC(COC)Oc2cccc(F)c2S1(=O)=O (stereo not given)	1%	10%
N#Cc1ccsc1NC(=O)CCN1C(=O)C2CCCCC2C1=O (stereo not given)	-4%	2%
CCOC(=O)[C@]12CCCC=C1N(Cc1ccc3c(c1)OCO3)C(=O)[C@H](CC(=O)N1CCCCC1)C2	-2%	0%
CCN(CC)CCCNc1cc(C)c(C#N)c2nc3ccccc3n12	-4%	-2%
COc1ccccc1S(=O)(=O)N(C)C[C@@H]1OCc2cn(nn2)CCCC(=O)N([C@H](C)CO)C[C@H]1C	4%	12%
CCCCC[C@@H](C)N1C[C@@H](COCc2ccccc2)Oc2cc(N3CC[C@H](O)C3)ccc2S1(=O)=O	2%	-17%
O=C(NCCCn1ccnc1)c1ccc(-c2cccc(C(F)(F)F)c2)o1	0%	2%
O[C@H]1C[C@H](c2ccc(Cl)cc2)N(CC2CCCCC2)C[C@@H]1n1cc(C2CC2)nn1	0%	-13%
O=C1NN=C2CCCCCCC12 (stereo not given)	-4%	0%
CN(Cc1ccccc1)C(=O)c1csc([C@H]2C[C@H](O)[C@@H](CO)O2)n1	6%	0%
Nn1c(SCC(=O)NC2CCS(=O)(=O)C2)nnc1-c1ccco1 (stereo not given)	-2%	-7%
CCCN(C(=O)c1cc(S(=O)(=O)N(C)c2ccccc2OC)ccc1C)C1CCS(=O)(=O)C1 (stereo not given)	1%	0%
CC[C@@H]1CC2=C(C(=O)OC(C)(C)O2)[C@H](c2ccc(Cl)cc2)O1	-2%	-8%
CN(C)C=Nc1ccc([N+](=O)[O-])c2ccccc12	-2%	-8%
C[C@H]1CN([C@@H](C)CO)C(=O)c2cccc(NC(=O)Nc3ccc(C(F)(F)F)cc3)c2O[C@@H]1CN(C)Cc1ccc(Cl)c(Cl)c1	1%	-12%
CCN1CCC(O)(/C=C/c2ccc(C)cc2)C(C(=O)/C=C/c2ccc(C)cc2)C1 (stereo not given)	-14%	-24%
CC(C)Nc1nc(NCCO)nc2ccccc12	2%	-5%
COc1ccc(C2=NOC(C)(c3nnc(Cc4ccccc4)o3)C2)cc1 (stereo not given)	0%	23%
CC1CCN(C(=S)NC(=O)c2ccc(F)cc2)CC1	-11%	14%
CC(=O)Nc1ccc(-c2ccnc3c2CC(C(=O)Nc2ccc4c(c2)OCO4)O3)cc1 (stereo not given)	-2%	-6%
CN(C)CCNC(=O)c1cccc(-c2cnc3c(NC=O)cc(-c4ccc(F)cc4)cn23)c1	-8%	-3%
COc1ccc([C@H]2/C=C\CN(S(=O)(=O)c3ccc4ccccc4c3)[C@@H](C)C(=O)N2Cc2ccc(F)cc2)cc1	0%	1%
CC1(Oc2ccccc2-c2ccn[nH]2)CCN(Cc2ccc(OC(F)(F)F)cc2)C1 (stereo not given)	0%	-4%
c1ccc(Oc2ccccc2-c2cc(NCCc3cccnc3)n3nccc3n2)cc1	6%	-5%
CC(=O)Nc1ccc(C=CC=Cc2cccc([N+](=O)[O-])c2)cc1	?	-25%
OC(c1ccccc1)(c1nc(-c2cccc(F)c2)cs1)C(F)(F)F (stereo not given)	-1%	17%
CCCCCc1cc(OC)cc2c1C(=O)OC(C)(C)O2	2%	43%[activator]
CCOc1cc2c(cc1O)C(=NOC)CC1C2CCC2(C)C(O)CCC12 (stereo not given)	-13%	-13%
O=C1/C(=C\c2ccc(Cl)c(Cl)c2)CN(C(=O)CCN2CCOCC2)C/C1=C/c1ccc(Cl)c(Cl)c1	-6%	-4%
Cc1cccc(C(=O)OCC(=O)N2c3ccccc3CC2C)c1C (stereo not given)	6%	11%
O=C(CN1CCOCC1)NNC(=O)c1ccc(Cl)cc1	-2%	49%[activator]
Cc1cnc(NC(=O)CSCc2c(C)noc2C)s1	5%	2%
CC(C)c1ccc(NC(=O)CN2C(=O)NC3(CCCCCCC3)C2=O)cc1	-2%	-2%
COCc1ccc(C(=O)N2CCCC(N3CCN(c4cccc(Cl)c4)CC3)C2)s1 (stereo not given)	1%	-14%
CN1CCN(C2Cc3ccc(F)cc3Sc3cc(F)c(Cl)cc32)CC1 (stereo not given)	2%	-41%
CCN(CC)C(=O)[C@H]1C[C@H](CC(=O)NCc2ccco2)C(=O)N2CCc3c([nH]c4ccc(Cl)cc34)[C@]12C	-1%	-14%
C(=C\c1ccccc1)/CN1CCN(C(c2cccc3ccccc23)c2nnnn2Cc2ccccc2)CC1 (stereo not given)	5%	-29%
O=C(Nc1cccc(Cl)c1)c1ccc2sc([C@H]3C[C@H](O)[C@@H](CO)O3)nc2c1	4%	7%
CC(C)Oc1ccc(CN2CCC2(C)C(=O)Nc2ccc3c(c2)OCO3)cc1 (stereo not given)	3%	5%

Record cards, from the list above. Screens in order: TbPYK inhibitor | AMA1-RON2 inh
Entry for CCCCCc1cc(OC)cc2c1C(=O)OC(C)(C)O2 → 2% | 43%[activator]
Entry for CC(=O)Nc1ccc(C=CC=Cc2cccc([N+](=O)[O-])c2)cc1 → ? | -25%
Entry for COc1ccc([C@H]2/C=C\CN(S(=O)(=O)c3ccc4ccccc4c3)[C@@H](C)C(=O)N2Cc2ccc(F)cc2)cc1 → 0% | 1%

Next part
SMILES	TbPYK inhibitor	AMA1-RON2 inh
Cc1ccc(CNC(=O)COC(=O)C2CCC2)cc1	-1%	6%
Cc1ccc2nc(NC(=O)COC(=O)c3cccnc3)sc2c1	-3%	-4%
CCN(CC)C(=O)Cn1cc(S(=O)(=O)CC(=O)NCc2ccc(C)cc2)c2ccccc21	-3%	15%
CN(Cc1cn(Cc2ccc(F)cc2)nn1)C1CN(Cc2cn(Cc3ccc(F)cc3)nn2)S(=O)(=O)C1 (stereo not given)	0%	3%
CC(=O)c1ccc(NC(=O)CN2CCN(S(=O)(=O)c3ccc4c(c3)OCCO4)CC2)cc1	7%	-6%
Cn1cnc2c(cnn2C)c1=N	-5%	8%

Source: PubChem BioAssay (National Center for Advancing Translational Sciences (NCATS))

These rows are one share of the data; count on the stated rates, not on these rows.
